Assay outcomes (PubChem)
TIM10 inh: growth inhibitors of isogenic TIM10 control yeast, primary screen, counter-screen for tim10-1 yeast inhibitor project, luminescence, uHTS | inhibition, % at 10 µM | S. cerevisiae TIM10 strain growth, BacTiter-Glo luminescence, 24 h | 330,000 tested, 1.4% active | AID 463195, 2010;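 active = inhibition of 40% or more at the single tested concentration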;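 also: wild-type TIM10 isogenic control strain grown at permissive 25 °C; 0% = DMSO yeast wells and 100% = minimal medium wells without yeast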
tim10-1 inh: growth inhibitors of tim10-1 mutant yeast, primary screen, luminescence, uHTS; S. cerevisiae tim10-1 ts strain growth, BacTiter-Glo, 24 h; inhibition, % at 20 µM; 330,000 tested, 2.2% active; AID 463190, 2010;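 active = inhibition of at least 40%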;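 also: mutant grown at 25 °C; 0% = DMSO wells with yeast and 100% = wells holding no yeast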
tim23-1 inh: growth inhibitors of tim23-1 mutant yeast, primary screen, luminescence, uHTS; S. cerevisiae tim23-1 growth, BacTiter-Glo luminescence, 24 h; inhibition, % at 20 µM; 330,000 tested, 1.3% active;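 active = growth inhibition of the mutant yeast at or above 50%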;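 also: temperature-sensitive mutant grown at 25 °C; plate controls were DMSO-treated mutant yeast for no effect and medium wells lacking yeast for full effect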
APJ antagonist: antagonists of human apelin receptor APJ, primary screen, CHO-K1 cells, beta-arrestin complementation, luminescence; AID 2521, 2010; inhibition, % at 20 µM; 330,000 tested, 0.32% active; P35414;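 active = inhibition above about 40% at 20 µM, limit read from the data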;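 also: cells challenged with 10 nM apelin-13 agonist together with compound; plate controls were apelin-13 plus DMSO wells for no effect and DMSO wells lacking apelin-13 for full effect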
Target sequence (P35414 whole entry, looked up): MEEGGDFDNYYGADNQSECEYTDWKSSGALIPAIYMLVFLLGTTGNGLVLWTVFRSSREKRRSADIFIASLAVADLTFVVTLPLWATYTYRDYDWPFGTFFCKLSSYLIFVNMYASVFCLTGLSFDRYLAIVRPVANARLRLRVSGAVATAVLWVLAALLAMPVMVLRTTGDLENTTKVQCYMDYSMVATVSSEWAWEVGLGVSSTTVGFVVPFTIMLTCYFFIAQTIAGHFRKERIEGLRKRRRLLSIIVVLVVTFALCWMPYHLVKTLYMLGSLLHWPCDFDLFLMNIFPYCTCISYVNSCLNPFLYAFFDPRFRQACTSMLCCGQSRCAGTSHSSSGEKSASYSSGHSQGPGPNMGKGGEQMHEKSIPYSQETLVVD
GRIN3A LBD mod: binders of NR3A ligand-binding domain, primary screen, biophysical, differential scanning fluorimetry, uHTS; Tm shift relative to glycine control, % at 25 µM; AID 1259313, 2017; 340,000 tested, 2.5% active; NR3A LBD differential scanning fluorimetry, Tm shift; 0% = protein alone, 100% = glycine-bound protein;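 active = melting temperature shift of at least 10% of the positive control shift, at one fixed dose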
APJ agonist: agonists of human apelin receptor APJ, primary screen, CHO-K1 cells, PathHunter beta-arrestin, luminescence; P35414; 0% DMSO wells, 100% apelin; activation, % at 20 µM; 330,000 tested, 0.11% active; AID 2520, 2010;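 active = activation more than six SD over the plate average, tested at 20 µM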;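 also: 0% = DMSO alone and 100% = apelin-13 at 10 nM; some results filed as inactive read as strong as hits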
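Test system – PathHunter CHO-K1 APJ (AGTRL-1) beta-arrestin reporter cells · Input – 1000 cells/well · Compound – single test compound dose, 20 µM final, 1% DMSO · Times – compound stimulation 90 min at 25 °C, detection 60 min · Technique – beta-gal luminescence · Read-out basis – APJ–arrestin association signal · Control set – negative DMSO alone, positive Apelin-13 at 10 nM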
NALP3 yeast inh: NALP3 inflammasome inhibitors in reconstituted yeast, primary screen, luminescence, uHTS; Yeast reconstituted NLRP3/ASC/caspase-1, beta-gal luminescence, 24 h; inhibition, % at 10 µM; 330,000 tested, 0.39% active; AID 2825, 2010;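 active = inhibition of 50% or more; inactive = inhibition below 50%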;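 also: plate controls were induced DMSO wells for no effect and uninduced yeast grown without galactose for full effect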
beta cell repl: inducers of MIN6 beta-cell proliferation, primary screen, ATP luminescence, uHTS; MIN6 cells proliferation, ATPlite luminescence, 48 h; cells starved in 0.2% serum; 100% = growth in 10% serum; proliferation, % at 10 µM; 330,000 tested, 0.29% active;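 active = compounds whose signal lies at least 3.5 SD above the mean of all wells on their plate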;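 also: 0% = DMSO-treated cells in low-serum medium and 100% = 10% serum control; some compounds called inactive have numbers as strong as hits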
MPTP inh: mitochondrial permeability transition pore inhibitors, primary screen, biochemical, isolated mouse mitochondria, absorbance; Ca2+ swelling absorbance, 30 min; inhibition, % at 10 µM; 360,000 tested, 1.4% active; AID 602449, 2012;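 active = inhibition of 50% or more, scaled per plate between neutral and stimulator controls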;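 also: 0% = DMSO wells given calcium and 100% = 1 mM EGTA wells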
* = called active by the depositor; · = no result given.

SMILES	TIM10 inh	tim10-1 inh	tim23-1 inh	APJ antagonist	GRIN3A LBD mod	APJ agonist	NALP3 yeast inh	beta cell repl	MPTP inh
CC(CN1CCCC1)OC(=O)c1ccc(F)cc1 (centres undefined)	0	-10	-14	4	1	-1	18	-1	0.3
O=C(CN1CCN(S(=O)(=O)c2ccc(Br)cc2)CC1)N/N=C/c1ccco1	15	14	14	-2	-1	0	15	2	-0.2
c1cncc(CNc2ncn[nH]2)c1	5	-10	9	-14	0	-1	-1	0	0.5
Cc1cc2n(n1)C(c1ccsc1)Nc1ccccc1-2 (centres undefined)	32	37	33	12	0	-1	8	0	3.6
Cn1ncc(Cl)c1C(=O)NC1C2CC3CC(C2)CC1C3 (centres undefined)	1	6	7	4	-1	-2	-3	4	2.5
COc1ccc(-c2[nH]ncc2/C=N\NC(=O)c2ccc(C(C)(C)C)cc2)cc1OC	8	8	13	9	-13	1	9	6	-5.9
CCCNC(=O)Cn1c(=O)oc2cc(S(=O)(=O)N3CC(C)CC(C)C3)ccc21 (centres undefined)	17	14	17	-8	-1	5	0	-2	-0.8
CCc1cccc(NS(=O)(=O)c2ccc(-n3cccn3)cc2)c1	12	50*	38	-3	-8	4	1	-1	1.3
COc1cc(S(=O)(=O)n2ccc(C)n2)ccc1Cl	6	11	20	14	1	-1	18	-4	-0.1
Cc1nnc(NCCN2CCOCC2)[nH]c1=O	-21	-15	0	-11	0	0	21	-2	0.6
COc1ccc(/C=C(/C#N)C(=O)Nc2cccc(C)c2C)cc1C(=O)O	-4	10	13	-3	-1	-3	12	-4	1.3
CCOC(=O)C1CCCN(C(=O)Cc2c(C(=O)O)[nH]c3ccccc23)C1 (centres undefined)	6	5	7	10	0	-3	-11	-1	0.3
Cc1nc2ccccc2c(=O)n1NC(=O)COc1ccccc1	-7	-2	-6	4	2	2	11	-3	-0.7
Cc1ccc(C)c(NC(=O)CN(C)C(=O)c2ccccc2Cc2ccccc2)c1	11	32	25	-6	0	-3	16	-1	0.1
CCN(CC)C(=O)CSc1nc2ncccc2[nH]1	-7	13	11	-20	-2	2	18	1	1.5
CCCCCCc1ccc(N2C[C@H](Cc3ccccc3)[C@@H](CC(=O)Nc3ccccc3)C2=O)cc1	-1	-4	5	20	-3	2	0	-7	1.8
Cc1c(NC(=O)c2cnn3cccnc23)c(=O)n(-c2ccccc2)n1C	-10	9	6	5	-1	-2	3	-2	-1.3
CC(C)C(=O)Nc1ccc2c(c1)nc(CCN1CCN(c3ccccc3)CC1)n2C	8	-4	8	-9	-1	-2	3	0	1.5
Cc1cccc(C(=O)Nc2sc(C(=O)N3CCCC3)c(C)c2C#N)c1	31	21	17	11	-2	1	-1	-2	3.0
CC(=O)Nc1ccc(NC(=O)c2oc3cc(C)c(C)cc3c2C)cc1	13	2	5	-9	4	-4	26	5	-1.2
COc1ccccc1-c1c(C(F)(F)F)oc2cc(OC(=O)c3ccc([N+](=O)[O-])cc3)ccc2c1=O	17	21	32	-20	1	-1	38	0	48
C1CCCN(c2nc3nonc3nc2N2CCCCCC2)CC1	8	5	18	4	2	-3	5	0	-0.9
CCN(CC)C(=S)Nc1ccc(OC)cc1	-8	19	7	1	0	-2	15	-2	1.2
COc1ccc(N(C(=O)c2snc(C(N)=O)c2N)C(C(=O)NC2CCCCC2)c2ccc(C)o2)cc1 (centres undefined)	15	7	12	10	3	-4	-1	-1	0.6
CCNC(=O)N1CCCC(C(=O)c2ccc3cc(OC)ccc3c2)C1 (centres undefined)	13	22	21	5	-4	-2	-15	0	1.5
(listing goes on)
SMILES	TIM10 inh	tim10-1 inh	tim23-1 inh	APJ antagonist	GRIN3A LBD mod	APJ agonist	NALP3 yeast inh	beta cell repl	MPTP inh
Cc1cccc2c1Sc1ccc(Cl)cc1CC2N1CCNCC1 (centres undefined)	37	38	41	-32	-6	-3	22	-3	·
CC(C)c1ccc(C(C(=O)NC(C)(C)C)N(C(=O)CNC(=O)c2ccco2)c2cccnc2)cc1 (centres undefined)	2	21	9	-2	-1	5	7	2	-0.6
COc1cc(OC)c2c(O)c3c(c(-c4c5c(c(O)c6c(OC)cc(OC)cc46)CO[C@@H](C)[C@H]5O)c2c1)[C@H](O)[C@H](C)OC3	6	28	13	-138	6	1	26	-5	2.4
O=S(=O)(NCc1ccccc1Cl)c1cccs1	5	19	6	-11	0	-6	-2	5	0.1
COc1cc(Br)c(C(C)NC(=O)c2ccc(C)cc2)cc1OC (centres undefined)	-7	7	13	-23	0	-1	27	0	0.3
Cc1ccc2nc(-c3ccccn3)oc2c1	13	6	24	13	0	0	13	-3	-1.7
CCN(CC)c1ccc2nc3ccccc3[n+](CC)c2c1	27	29	21	29	-1	-6	67*	-4	23
NC(=O)CC(NC(=O)Cc1ccc(Br)cc1)c1ccc(NC2CCN(Cc3ccccc3)CC2)c([N+](=O)[O-])c1 (centres undefined)	5	-5	4	7	-7	3	9	-9	2.1
CCOC(=O)C(C(=O)NCc1cccc(OC)c1)c1ncc(C(F)(F)F)cc1Cl (centres undefined)	0	16	5	19	-1	-3	16	1	-2.6
COc1ccc(C)cc1NC(=O)c1nn(-c2ccccc2)cc1OC	-6	0	55*	-27	-9	-4	33	-4	1.0
CC1CCN(C(=O)CN(Cc2ccc(F)cc2)S(C)(=O)=O)CC1	6	21	15	-6	0	-5	18	1	-0.4
C/C(=N\O)C(=O)NCCCNCCCN(C)C	3	14	19	5	0	-1	-6	-1	-1.1
CCOc1ccccc1NC(=O)Cn1c(-c2ccc(Cl)cc2)noc1=O	-13	-7	10	-11	0	3	14	0	3.6
CCOc1cc(C(=O)N(C)CC(=O)Nc2cccc(F)c2)ccc1OCC(=O)N1CCCCC1	-7	-7	6	0	1	2	-8	2	-2.2
CCOC(=O)c1[nH]c2ccc(OC)cc2c1C	5	4	21	11	-1	8	25	-3	0.2
O=C(/C=C/c1ccccc1)N(Cc1ccc(Cl)cc1)C1CCS(=O)(=O)C1 (centres undefined)	12	15	8	6	1	0	23	0	2.4
CC(=O)Nc1ccc(S(=O)(=O)N2CCCCC2c2cccnc2)cc1 (centres undefined)	-6	11	-4	-5	-1	0	0	0	1.2
CC(=O)NCCn1c(SCC(=O)Nc2ccc(C)cc2)nc2ccccc2c1=O	-7	10	-3	1	-2	0	3	-2	4.5
S=C(Nc1ccc2snnc2c1)N1CCN(c2ccccn2)CC1	3	3	-7	19	-3	1	6	0	7.0
O=C(CSc1nnnn1-c1ccc2c(c1)OCO2)NCc1ccccc1	-13	9	15	4	-5	1	7	-1	-0.2
COC(=O)CN(c1c(C)cccc1C)S(C)(=O)=O	-1	-2	4	8	0	-3	2	-3	-0.5
CC(C)CCNC(=O)Nc1ccc2c(c1)N(C)C(=O)CS2	-19	7	-14	14	-1	-1	-1	-1	11
CCOc1cccc2cc(C(=O)NC(C)c3ccccc3)c(=N)oc12 (centres undefined)	14	28	29	-1	2	-7	2	-1	0.3
CCC(=O)N1c2ccccc2C(N(C(=O)CC)c2ccccc2)CC1C (centres undefined)	9	12	22	-18	1	-2	-11	-1	2.8
CC(C)CCOc1ccc(C(=O)O)cc1	22	15	7	5	1	-2	23	-5	-1.0
Following part:
SMILES	TIM10 inh	tim10-1 inh	tim23-1 inh	APJ antagonist	GRIN3A LBD mod	APJ agonist	NALP3 yeast inh	beta cell repl	MPTP inh
CN1CCN(Cc2c(C(=O)N3CCc4ccccc4C3)nc3ccc(Cl)cn23)CC1	0	-7	-1	-1	0	-6	5	-3	0.3
O=C(NCC(F)(F)F)c1nn(Cc2ccccc2)c(=O)c2ccccc12	8	-1	9	-4	3	-3	4	-2	0.9
CN(Cc1ccccc1)S(=O)(=O)c1ccccc1Br	-16	12	41	·	5	·	·	·	-0.7
COC(=O)C1CCCN1C(=O)C1CCCN1C(=O)CNC(=O)OCc1ccccc1 (centres undefined)	3	-17	2	-10	-2	1	20	-1	-0.5
CCOC(=O)c1c(C)c[nH]c1C	-5	-13	7	14	1	-3	14	-3	-2.3
Cc1ccc(NC(=O)NC(=O)CSc2nnc(-c3ccc(Cl)cc3Cl)n2N)c(C)c1	11	18	7	5	2	-1	17	0	-1.2
CCc1cc(C(=O)N(Cc2ccccc2)c2c(N)n(CCOC)c(=O)[nH]c2=O)sc1C	-3	2	16	2	-3	-2	5	-2	1.3
COc1ccc(/C=C(\NC(=O)c2ccc(Cl)cc2)C(=O)NCC2CCCO2)cc1OC (centres undefined)	-7	-6	15	-3	-2	-2	-3	-1	-0.4
Cc1ccc(C)c(NC(=O)CN(C)C(=O)[C@@H](NC(=O)c2ccc(C(C)(C)C)cc2)C(C)C)c1	25	35	25	-36	0	-3	1	0	3.5
Cc1ccc2c(c1)c1nnc(SCC(=O)Nc3ccc(N(C)C)cc3)nc1n2CC(=O)O	-1	-12	-9	12	-1	4	6	-2	1.5
Cc1ccc(OCC(=O)Nc2sc3c(c2C#N)CC(C)(C)NC3(C)C)cc1	-12	0	6	-8	1	-2	13	-1	2.0
Cc1cc(C)c2nc(NC(=O)c3ccc(OCC4CCCO4)cc3)sc2c1 (centres undefined)	1	12	16	16	0	-3	0	-3	2.3
COc1ccc(C(=O)Nc2cc(OC)cc(OC)c2)cc1	18	17	32	8	1	2	19	-3	-0.1
Cc1nn(CC(=O)NN)c(C)c1Br	8	8	13	19	3	-4	6	-2	1.9
Cc1ccc(NC(=O)CCNS(=O)(=O)c2cc(Br)cnc2N)c(Cl)c1	-19	14	15	-8	·	0	9	0	·
COc1ccc2c(c1)-c1ccccc1S(=O)(=O)N2C(C)=O	-6	15	33	-11	-22	-5	1	2	-1.2
Cc1ccc(Cn2c(=O)n(C)c(=O)c3sccc32)cc1	-5	8	-3	-8	0	2	18	-4	0.7
O=C(O)C1(O)C[C@H](O)C(O)[C@@H](O)C1 (some centres undefined)	-3	-7	-1	5	-1	-3	11	-3	0.2
CCC(=O)Nc1ccc(NC(=O)CSc2nnnn2-c2cccnc2)cc1C	-4	-5	2	8	-1	1	-4	0	-0.3
O=C(Nc1ccc(Oc2ccc(C(=O)O)c(C(=O)O)c2)cc1)c1cccs1	-2	5	-3	1	2	-2	5	-2	-3.1
COc1ccccc1N1CCN(CC(O)c2ccc3cc[nH]c3c2)CC1 (centres undefined)	-24	-14	6	15	2	0	15	-1	21
CNc1nc(SCC(=O)Nc2ccccc2)nc(N2CCOCC2)n1	-5	-12	10	-2	-1	6	6	-1	-0.2
COc1c(/C=C2\SC(=Nc3ccccc3Cl)NC2=O)cccc1[N+](=O)[O-]	24	44*	47	0	-3	1	31	-5	0.5

An excerpt from above, limited to beta cell repl:
| SMILES | beta cell repl |
| --- | --- |
| CCOC(=O)c1c(C)c[nH]c1C | -3 |
| Cc1ccc(NC(=O)NC(=O)CSc2nnc(-c3ccc(Cl)cc3Cl)n2N)c(C)c1 | 0 |
| CCc1cc(C(=O)N(Cc2ccccc2)c2c(N)n(CCOC)c(=O)[nH]c2=O)sc1C | -2 |
| COc1ccc(/C=C(\NC(=O)c2ccc(Cl)cc2)C(=O)NCC2CCCO2)cc1OC (centres undefined) | -1 |
